All columns: NCI-60 one-dose screen, growth in % after 48 h at 10 µM unless noted; 100 = growth as untreated, 0 = no growth, -100 = all killed.
K-562: K-562 leukemia; 78,000 tested, 7.4% active; AID 1794777
MOLT-4: MOLT-4 leukemia cells. 80,000 tested, 6.9% active
MDA-MB-468: MDA-MB-468 breast cancer; 78,000 tested, 8.5% active
RPMI-8226: RPMI-8226 leukemia cells. 77,000 tested, 7.5% active
SR: SR leukemia cells. 73,000 tested, 8.7% active
MDA-MB-435: MDA-MB-435 melanoma; 82,000 tested, 7.8% active; AID 1794794
MDA-MB-231: MDA-MB-231 breast cancer; 81,000 tested, 5% active; AID 1794789
MCF7: MCF7 breast cancer; 82,000 tested, 6.3% active
Starred values were filed as active, the others as inactive; nt = not tested or not shown; & = joins results of further samples. Rule for the calls: active = growth percent below 10; inactive = the rest.

A first look, 13 compounds:
SMILES	K-562	MOLT-4	MDA-MB-468	RPMI-8226	SR	MDA-MB-435	MDA-MB-231	MCF7
CCOC(=O)CCOc1ccccc1N	101.6	83.3	108.6	91.2	90.8	110.1	93.8	97.1
C/C(=N\N(Cc1ccccc1)c1ccccc1)c1ccccc1	96.8	85.9	106.5	92.3	100.0	107.3	86.1	103.3
O=C(Nc1ccc(CN2CCc3nc4cc(O)c(O)cc4cc32)cc1)c1ccc(Cl)c(Cl)c1	115.0	105.5	97.4	103.3	94.5	100.3	103.0	93.7
Fc1cccc(C2CC(c3ccccc3Cl)=NN2c2ccc(-c3ccccc3)nn2)c1 (stereo not drawn)	87.8	88.1	107.9	92.6	87.1	101.4	85.1	84.8
CNCc1cccc2c1OCCOCCOCCN(C)S(=O)(=O)c1ccc(cc1)-c1cnc(N)c(n1)C(=O)N2	1.1*	0.4*	68.5	44.6	-35.0*	46.2	69.1	42.2
CN(C)C(=O)c1ccc2c3c(ccc(C(=O)N(C)C)c13)CC2	95.6	89.5	98.9	99.1	113.3	101.4	119.4	104.1
C=C(C)[C@@H]1CC[C@]2(C(=O)O)CC[C@]3(C)[C@H](CC[C@@H]4[C@@]5(C)C[C@@H](CC#Cc6ccc(N)cc6)[C@H](O)C(C)(C)[C@@H]5CC[C@]43C)[C@@H]12	70.1	93.2	nt	96.7	93.2	99.8	95.4	83.0
Oc1ccccc1/C=N/Nc1ccc2ccccc2n1	17.8	7.3*	15.1	35.2	8.3*	65.2	57.3	-18.0*
C=C(C)C(=O)N1c2ccc(OC)cc2CC1C(=O)OCC (stereo not drawn)	101.5	95.1	nt	103.9	103.1	106.3	104.1	95.9
CCOC(=O)c1ccc(NC(=O)CN2CCOCC2)cc1	96.3	80.1	106.4	97.3	105.0	102.2	107.1	92.2
CC1(C)CC(O)(Cc2ccccc2)C(C)(O)c2ccccc21 (stereo not drawn)	nt	51.8	100.2	96.2	145.0	89.3	108.8	94.4
NC(=S)N/N=C/c1ccc(Cl)cc1	92.8	88.4	97.3	97.8	97.1	110.1	111.4	93.4
COc1ccc(C2N(c3ccccc3)NC(=O)[C@@H]3CCCN23)cc1 (stereo partly drawn)	58.4	97.2	102.6	99.4	79.5	73.3	90.7	98.4

The whole of this part, from the first entry:
SMILES	K-562	MOLT-4	MDA-MB-468	RPMI-8226	SR	MDA-MB-435	MDA-MB-231	MCF7
CCOC(=O)CCOc1ccccc1N	101.6	83.3	108.6	91.2	90.8	110.1	93.8	97.1
C/C(=N\N(Cc1ccccc1)c1ccccc1)c1ccccc1	96.8	85.9	106.5	92.3	100.0	107.3	86.1	103.3
O=C(Nc1ccc(CN2CCc3nc4cc(O)c(O)cc4cc32)cc1)c1ccc(Cl)c(Cl)c1	115.0	105.5	97.4	103.3	94.5	100.3	103.0	93.7
Fc1cccc(C2CC(c3ccccc3Cl)=NN2c2ccc(-c3ccccc3)nn2)c1 (stereo not drawn)	87.8	88.1	107.9	92.6	87.1	101.4	85.1	84.8
CNCc1cccc2c1OCCOCCOCCN(C)S(=O)(=O)c1ccc(cc1)-c1cnc(N)c(n1)C(=O)N2	1.1*	0.4*	68.5	44.6	-35.0*	46.2	69.1	42.2
CN(C)C(=O)c1ccc2c3c(ccc(C(=O)N(C)C)c13)CC2	95.6	89.5	98.9	99.1	113.3	101.4	119.4	104.1
C=C(C)[C@@H]1CC[C@]2(C(=O)O)CC[C@]3(C)[C@H](CC[C@@H]4[C@@]5(C)C[C@@H](CC#Cc6ccc(N)cc6)[C@H](O)C(C)(C)[C@@H]5CC[C@]43C)[C@@H]12	70.1	93.2	nt	96.7	93.2	99.8	95.4	83.0
Oc1ccccc1/C=N/Nc1ccc2ccccc2n1	17.8	7.3*	15.1	35.2	8.3*	65.2	57.3	-18.0*
C=C(C)C(=O)N1c2ccc(OC)cc2CC1C(=O)OCC (stereo not drawn)	101.5	95.1	nt	103.9	103.1	106.3	104.1	95.9
CCOC(=O)c1ccc(NC(=O)CN2CCOCC2)cc1	96.3	80.1	106.4	97.3	105.0	102.2	107.1	92.2
CC1(C)CC(O)(Cc2ccccc2)C(C)(O)c2ccccc21 (stereo not drawn)	nt	51.8	100.2	96.2	145.0	89.3	108.8	94.4
NC(=S)N/N=C/c1ccc(Cl)cc1	92.8	88.4	97.3	97.8	97.1	110.1	111.4	93.4
COc1ccc(C2N(c3ccccc3)NC(=O)[C@@H]3CCCN23)cc1 (stereo partly drawn)	58.4	97.2	102.6	99.4	79.5	73.3	90.7	98.4
Nc1nc(N)c2c(n1)NC(c1ccc(Cl)cc1)CC(c1ccc(Nc3nc(NCCO)nc(N4CCOCC4)n3)cc1)=N2 (stereo not drawn)	31.1	45.5	73.7	38.9	9.0*	81.7	80.5	41.9
O=C(Nc1cccc(-n2cc(-c3ccncc3)c(-c3ccc(Cl)c(O)c3)n2)c1)Nc1ccc(Cl)c(Cl)c1	11.4	7.6*	2.2*	7.9*	nt	10.0*	-0.7*	5.7*
COc1ccc(S(=O)(=O)NC(=O)NC2C(O)OC(CO)C(O)C2O)cc1 (stereo not drawn)	93.2	101.7	103.4	nt	103.3	102.6	108.6	102.5
N#Cc1ccc(NC(=O)NN2CCCCCC2)cc1	98.4&109.0	61.7&115.7	102.1&109.9	82.7&84.3	101.7&96.3	99.4&113.2	128.0&99.2	99.6&114.5
c1nc2c3c(n1)ncn3CCS2	102.3	103.4	94.4	97.6	96.2	102.8	93.4	97.3
N#Cc1cnn(-c2cccc(Cl)c2)c1-n1cccc1	95.7	109.6	93.8	67.3	112.2	98.9	117.1	102.1
Cc1cc(=O)[nH]n1-c1cc(Cl)c(Cl)cc1N	106.0	110.2	107.2	104.7	90.6	108.5	109.0	97.7
Nc1nc(N)c2nc(CO)cnc2n1	84.1	54.6	76.5	55.7	100.3	106.5	109.6	91.8
N=C(N)c1ccc(-c2ccc(-c3ccccc3)s2)s1	-63.1*	-55.9*	-94.5*	-44.3*	-40.0*	-83.3*	-76.8*	-71.5*
Nc1[nH]c(=O)ncc1-c1ccc([N+](=O)[O-])cc1	114.3	109.8	103.1	106.1	102.4	109.3	104.8	98.2
COc1ccc(NC(=O)NN2C(=O)c3ccccc3N(C)C2c2ccc(OC)cc2)cc1 (stereo not drawn)	95.6	96.4	101.8	99.1	88.4	103.5	98.9	94.9
O=C1Nc2ccccc2S/C1=C/c1ccccc1	92.7	95.6	79.0	91.1	97.3	100.1	76.1	94.0
C[C@@H](C[C@H](CCOCc1cccnc1)c1ccccc1)c1ccoc1	86.4	88.5	76.1	87.5	nt	104.5	111.6	101.0
c1ccc2oc(-c3cnc4nonc4n3)cc2c1	102.6	97.2	98.9	nt	105.9	109.4	87.9	88.5
N#C/C(=C/c1ccc(O)c(O)c1)C(N)=O	113.8	116.6	97.8	103.8	113.2	100.8	112.3	96.7
O=C1NC(=O)/C(=C\c2ccncc2)N1	116.7	111.0	102.2	103.3	92.2	96.0	99.1	94.9
COC1CC(OS(=O)(=O)c2ccc(C)cc2)C(O)C(C)O1 (stereo not drawn)	114.9	111.3	nt	136.7	98.6	96.7	102.8	92.8
CCOc1nc(-c2ccccc2)cc2c(O)c(C(=O)NN)[nH]c(=O)c12	134.0	112.9	110.2	103.3	90.8	112.9	99.3	127.3
CC1=CC(C)(C)NC(=S)N1c1ccccc1C	102.9	101.1	107.2	nt	96.3	103.6	104.8	104.6
c1ccc(C(CN2CCCCC2)Oc2ccccn2)cc1 (stereo not drawn)	nt	99.0	113.1	117.0	98.0	115.8	118.2	104.8
COc1ccc(/C=N/C2=C(C#N)C(c3ccccc3[N+](=O)[O-])c3ccc4ccccc4c3O2)cc1 (stereo not drawn)	80.2	89.5	103.6	90.3	89.4	98.5	77.7	56.4
CCCCCC(=O)NC1C(O)OC(CO)C(O)C1O (stereo not drawn)	86.3	80.5	95.1	98.6	90.1	106.2	102.2	100.0
COc1cc(C)c(Br)cc1Br	97.3	98.9	109.9	96.7	104.8	104.3	111.9	105.9
COc1cc(-n2cc(COc3ncnc4c3cnn4-c3ccccc3)nn2)cc(OC)c1OC	90.3	86.2	91.5	80.4	99.4	94.8	69.5	86.2
O=C(O)/C=C\C(=O)Nc1ccc(N=Nc2ccc([N+](=O)[O-])cc2)cc1	76.1	78.8	81.8	76.0	81.7	94.0	81.3	81.5
Cc1ccc(C(=O)N2CCN(C)CC2)cc1C#Cc1cnc2cccnn12	76.1	95.6	100.5	103.5	124.6	99.0	95.3	91.7
CCCN(CC)c1ncnc2[nH]ncc12	109.5	100.5	103.4	84.5	97.9	119.6	91.7	98.4

Copied from the list:
SR, `CC1=CC(C)(C)NC(=S)N1c1ccccc1C` : 96.3
MCF7, `O=C(O)/C=C\C(=O)Nc1ccc(N=Nc2ccc([N+](=O)[O-])cc2)cc1` : 81.5
